Source: PubChem (Southern Research Specialized Biocontainment Screening Center)
PhoP GFP inhibition: PhoP regulon inhibitors, Salmonella typhi PhoP promoter GFP reporter, confirmatory (AID 1850). Salmonella Typhi PhoP-promoter GFP reporter, fluorescence, 4 h; higher % means a stronger effect. one-dose inhibition, % at 50 µM; IC50 in µM for titrated hits. actives 0.33% (n = 310,000); in the data active = a potency from the dose series; inconclusive = inhibition mostly from about 25% at the one dose, without a potency; inactive = the rest, 99 in 100 with inhibition below about 19%;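 also: 0% = induced wells with vehicle and 100% = uninduced wells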
VEEV TC-83 Vero: inhibitors of VEEV TC-83 cytopathic effect, confirmation, Vero cells (AID 588727). Vero cells, VEEV TC-83 cytopathic effect inhibition; higher % means a stronger effect. one-dose inhibition, % at 20 µM; IC50 in µM for titrated hits. actives 0.13% (n = 350,000); in the data active = a potency from the dose series; inconclusive = inhibition mostly from about 14% at the one dose, without a potency; inactive = the rest, 99 in 100 with inhibition below about 12%; also: strong numbers were not always called active
H37Rv inhibition: M. tuberculosis growth inhibition, HTS (AID 449762); M. tuberculosis H37Rv growth inhibition, 7H9 media; higher % means a stronger effect; one-dose inhibition, % at 25 µM; IC50 in µM for titrated hits; actives 0.59% (n = 330,000); in the data active = a potency from the dose series; inconclusive = inhibition above about 70% without an active follow-up result;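 also: bacterial growth assessed after seven days of incubation; strong numbers were not always called active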
tuberculosis growth: growth inhibition of non-replicating M. tuberculosis (AID 488890). actives 0.39% (n = 320,000). Mycobacterium tuberculosis non-replicating, growth inhibition; higher % means a stronger effect. inhibition, % at 25 µM; hits with a dose series show IC50 in µM; in the data active = a potency from the dose series; inconclusive = inhibition mostly from about 82% at the one dose, without a potency; inactive = the rest, 99 in 100 with inhibition below about 76%;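 also: plate controls were DMSO cells for no effect and high antibiotic wells for full effect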
influenza NS1A: NS1A inhibition, H1N1 influenza, cell based functional assay (AID 504329) | actives 0.3% (n = 340,000) | NS1A functional cell-based assay, percent inhibition; higher % means a stronger effect | inhibition, % at 12.5 µM, or IC50 in µM where a hit was titrated; in the data active = a potency from the dose series; inconclusive = inhibition above about 27% without an active follow-up result; also: strong numbers were not always called active
VEEV TC-83 Vero 10K pilot screen: recorded beside VEEV TC-83 Vero, whose call it bears; inhibition, %; measured here: 10K pilot screen inhibition
An asterisk follows results filed as active; i = inactive; u = inconclusive; x = not tested or not shown.

SMILES	PhoP GFP inhibition	VEEV TC-83 Vero	H37Rv inhibition	tuberculosis growth	influenza NS1A	others
CCN1CCCC1CNC(=O)Cn1nc(C)n2c(cc3cc(C)ccc32)c1=O (configuration not stated)	1%	0.2%	-1%	14%	1%
Nc1cccc(-c2nc3ccc(C(=O)c4ccccc4)cc3[nH]2)c1	4%	9.2%	u	31%	19%
CCOC(=O)N1CCN(C(=O)c2ccc3c(=O)n(CCC4=CCCCC4)c(=S)[nH]c3c2)CC1	-2%	0.5%	9%	47%	-7%
C[C@@H](C(=O)NCC1CC1)[C@H]1C[C@]1(C)[C@H](NC(=O)OCc1ccccc1)c1ccccc1	5%	0.7%	-4%	22%	12%
O=C(CSc1ccccc1)Nc1ccncc1	-3%	6.1%	3%	52%	11%
O=C(CN1CCCc2ccccc21)N/N=C/c1ccccc1	-3%	2.0%	-14%	21%	4%
O=C(O)CCc1ccc(-c2ccccc2)n1-c1cccc(O)c1	-1%	0.8%	-4%	19%	3%
O=[N+]([O-])c1cc(Cl)ccc1-c1nc(-c2ccccc2)no1	-13%	3.0%	-1%	5%	-1%
COCCNC(=O)CN(C(=O)CCC(=O)Nc1cc(C)on1)c1ccc(C)cc1C	5%	0.3%	-13%	-16%	2%
O=[N+]([O-])c1ccc(N/N=C/c2ccc(OCc3cccc4ccccc34)cc2)nc1	-6%	i	u	54%	-3%
O=C(c1ccccc1F)N1CCN(C(=O)C2CC2)CC1	1%	4.6%	2%	13%	14%
O=C(O)COc1c(-c2ccco2)oc2ccccc2c1=O	9%	0.4%	-8%	-12%	-1%
C/C(Cn1nnc([N+](=O)[O-])n1)=N\NC(=O)c1ccncc1	-13%	i	u	1.6µM*	-9%
CC1CC(C)CN(CCCNC(=O)C2CCCN(c3ncnc4c3nc3n4CCCCC3)C2)C1 (configuration not stated)	3%	i	-3%	10%	4%
CC(=O)Cc1nsc(NC(=O)c2cc(-c3ccccc3Cl)oc2C)n1	5%	0.2%	-6%	-21%	31%
COC(=O)CNC(=O)C1CCN(C(=O)OCc2ccccc2)CC1	3%	2.0%	-7%	9%	-3%
Cc1ccc(N(C)C(=O)Oc2cccc3ccc(C)nc23)cc1	0%	4.5%	-4%	6%	9%
Cc1ccc2nsnc2c1NC(=O)c1ccc([N+](=O)[O-])cc1	-6%	i	8%	16%	4%
O=C(NCCc1ccccc1)C1CCN(C(=O)NCc2ccccc2)CC1	2%	1.2%	1%	-16%	2%
CCC(=NCCO)c1c(O)n(-c2ccc(Cl)cc2)c(=O)[nH]c1=O	1%	i	-3%	0%	-8%
CCN1c2cccc3cccc(c23)S1(=O)=O	-5%	i	-7%	7%	-4%
Cn1c(=O)c(=O)n(C)c2cc(S(=O)(=O)N3CC(=O)N(CCc4ccccc4)C(=O)C3)ccc21	1%	1.7%	-8%	-12%	11%
c1ccc(-c2nc3nonc3nc2-c2ccccc2)cc1	2%	i	34µM*	78%	25%
COc1ccc(Cl)cc1N1CC(C(=O)Nc2nccs2)CC1=O (configuration not stated)	3%	9.9%	4%	11%	-21%
CCC(CO)[n+]1c(C)cc(/C=C2\Sc3ccccc3N2Cc2ccccc2)cc1C (configuration not stated)	-59%	i	u	u	6%

(more compounds)
SMILES	PhoP GFP inhibition	VEEV TC-83 Vero	H37Rv inhibition	tuberculosis growth	influenza NS1A	others
Cc1ccc(-c2nn(CCC#N)cc2C(=O)O)cc1C	0%	2.0%	-13%	-3%	-9%
O=C(CSc1nnc(Nc2ccccc2)s1)Nc1cccnc1Cl	-12%	0.9%	-12%	u	3%
O=C(C1CCCN(S(=O)(=O)c2cccc3cccnc23)C1)N1CCN(c2ccc(F)cc2)CC1 (configuration not stated)	-7%	5.5%	-10%	39%	7%
CCOC(=O)c1c(NC(=S)N2CCN(C)CC2)sc2c1CCN(C(=O)OCC)C2	2%	7.8%	u	44%	17%
O=C(O)/C=C/C(=O)Nc1ccc(OC(F)F)cc1	-4%	1.5%	-5%	4%	-7%
O=C(N/N=C/c1cn(-c2ccccc2)nc1-c1cccnc1)c1cccnc1	-4%	9.1%	1%	-12%	-5%
CCOc1ccc(NC(=S)Nc2ccccc2C2(C)CC2)cc1	19%	3.8%	u	76%	4%
CS(=O)(=O)NCCOc1ccc(S(=O)(=O)NCCOc2ccccc2)cc1	3%	0.8%	9%	-4%	-3%
O=C(Nc1ccc(C(=O)N2CCOCC2)cc1)c1cccs1	-10%	i	0%	-8%	0%
CCCc1nnc(SCc2ccc(OC)cc2)n1N	0%	3.2%	-2%	38%	0%
CC(C)c1ccccc1NC(=O)c1ccc(CN(c2ccccc2)S(=O)(=O)c2ccccc2)cc1	-5%	x	4%	-14%	x
Cc1ccc(S(=O)(=O)CCC(=O)Nc2ccc(Br)cc2)cc1	5%	i	6%	39%	-6%
CN(C)CCCNc1oc(-c2ccccc2Cl)nc1S(=O)(=O)c1ccccc1	x	i	6%	17%	4%
COc1ccc(C(=O)C2CCCN(C(=O)CCc3ccccn3)C2)c(C)c1 (configuration not stated)	-6%	0.2%	1%	15%	-11%
O=C(NC(=S)Nc1cccnc1Cl)c1ccc(F)cc1	2%	i	7%	1%	9%
O=C(NNC1=C(C(=O)C(F)(F)F)CCC1)c1cccnc1	-1%	1.3%	7%	-17%	8%
Cc1cccc(-n2c(-c3ccccc3)nc3ccccc3c2=O)n1	2%	i	-14%	-7%	-1%
CCOCCCNC(=S)NCCCNc1nc2c(C)c(C)ccc2cc1C#N	x	5.8%	x	x	-12%
CCN(CC)NC(=S)Nc1ccccc1	10%	1.2%	-7%	24%	0%	VEEV TC-83 Vero 10K pilot screen=0.0
O=C(CCc1ccc(S(=O)(=O)N2CCOCC2)cc1)N1CCCC1	-11%	1.8%	-10%	7%	2%
Cc1c(CC(=O)NCCCO)c(=O)oc2cc3c(cc12)CCC(C)(C)O3	1%	i	0%	-7%	0%
COc1ccc(C(=O)/C=C/c2cccc(OCc3ccccc3)c2)cc1CSCC(=O)O	-8%	u	5%	53%	34%
CC1=Nc2cc(C(=O)N3CCCCC3)ccc2Sc2ccc(C)cc21	-5%	1.5%	-11%	6%	-2%
CC1(C)Cc2c(c(-c3ccccc3)[nH]c(=O)c2C#N)CS1	-10%	0.0%	-3%	29%	17%
CCOC(=O)N1CCN(S(=O)(=O)c2ccc(C)c([N+](=O)[O-])c2)CC1	-10%	i	-5%	6%	-2%

The listing continues.
SMILES	PhoP GFP inhibition	VEEV TC-83 Vero	H37Rv inhibition	tuberculosis growth	influenza NS1A	others
O=C(O)c1ccccc1C(=O)Nc1ccc(-n2ccc(C(F)(F)F)n2)cc1	0%	4.2%	0%	13%	2%
CC[n+]1ccc(C)c2cc(SC(F)(F)F)ccc21	-5%	i	2%	-8%	7%
Cc1cc2ccccn2c1C(=O)c1cccc([N+](=O)[O-])c1	0%	1.6%	-2%	51%	5%
Cc1ccccc1NC(=O)COC(=O)C1CC2CCCC(C1)C2=O (configuration not stated)	x	0.5%	0%	-16%	-13%
C=CCC1C=CCC(CC=C)N1C(=O)c1ccccc1[N+](=O)[O-] (configuration not stated)	3%	i	-2%	22%	7%
COc1ccc(NS(=O)(=O)c2ccc(N3CCCC3=O)cc2)cn1	5%	i	-5%	-14%	1%
Cc1cc2c(NC3CCCCC3)ncnc2s1	-4%	i	2%	43%	-8%
O=C1C=C(c2ccc(Cl)c(C(F)(F)F)c2)C[C@@H](c2ccc3c(c2)OCO3)C1	x	2.5%	-8%	-34%	10%
Cc1c(NC(=O)C(C)Oc2ncnc3ccccc23)c(=O)n(-c2ccccc2)n1C (configuration not stated)	-15%	1.1%	2%	-5%	-1%
CCOc1ccc(S(=O)(=O)NCc2cccnc2)cc1	10%	1.3%	7%	0%	21%
CCCCOCC(O)CCc1n[nH]c(=S)n1-c1ccccc1 (configuration not stated)	-10%	0.1%	-5%	-5%	-9%
C=CCn1c(COc2ccc(Cl)cc2)nnc1SCC(=O)N1CC(=O)Nc2ccccc21	-7%	1.3%	-5%	22%	-9%
CCc1ccc(CN(C)C(C)C(=O)Nc2ccc(S(=O)(=O)N3CCCC3)cc2)cc1 (configuration not stated)	x	1.6%	x	x	-5%
Cc1ccc2nc(SC(C)C(=O)N3CCCC3)[nH]c2c1 (configuration not stated)	-11%	1.7%	-12%	-2%	1%
Cc1ccc(-c2nnn(CC(=O)N(c3ccccc3)C(C(=O)NC3CCCC3)c3ccco3)n2)o1 (configuration not stated)	-6%	0.9%	-9%	-9%	2%
CCc1ccc(NC(=O)NNC(=O)CCc2ccccc2)cc1	-6%	2.3%	-4%	-16%	1%
COc1cccc(-n2nnc3c(=O)n(CC(=O)Nc4ccc(C)cc4)cnc32)c1	-1%	0.4%	8%	28%	-3%
COC(=O)c1ccc(NC(=S)NCCCN2CCCC2=O)cc1	-13%	i	-6%	10%	-3%
Cc1noc(C)c1COC(=O)[C@H](C)NS(=O)(=O)c1ccc(Cl)c(Cl)c1	-5%	1.4%	1%	3%	5%
Cc1cc(C)nc(SC2CC(=O)N(c3ccc(C)c(C)c3)C2=O)n1 (configuration not stated)	-2%	i	-6%	84%	-8%
CCOC(=O)N1CCN(S(=O)(=O)c2ccc(C(=O)N(CCCN(C)C)c3nc4c(C)c(C)ccc4s3)cc2)CC1	4%	6.8%	-6%	46%	-3%
O=C(NCc1cccc(Br)c1)C1CC2Cn3c(nc4ccccc43)C2N1Cc1ccccc1 (configuration not stated)	-2%	2.2%	6%	30%	-5%
Cc1ccccc1CNC(=O)CCn1nc(C)c2c(C)n(-c3ccccc3)nc2c1=O	4%	0.7%	-9%	-3%	-9%
Cc1c(C(=O)N2CCc3ccccc3C2)oc2ccc(Br)cc12	4%	0.9%	35%	37%	-4%
CC(C)CC1Nc2ncnc(N3CCCCC3)c2N(Cc2ccc(Br)cc2)C1=O (configuration not stated)	-29%	5.2%	4%	38%	-1%
Cc1ccccc1C(=O)NC1CCN(CC(=O)NCc2ccc(F)cc2)CC1	16%	1.4%	-1%	6%	-7%
CC(=O)N1CCc2cc(S(=O)(=O)NCCC(=O)NCCc3ccccc3)ccc21	0%	0.4%	-8%	-7%	-2%
COC(=O)c1ccccc1C(=O)N1CCCC(CCC(=O)NCc2ccc(F)c(F)c2)C1 (configuration not stated)	8%	i	0%	0%	-5%

Structural class, the entries above with an NH in an aromatic ring
SMILES	PhoP GFP inhibition	VEEV TC-83 Vero	H37Rv inhibition	tuberculosis growth	influenza NS1A	others
Nc1cccc(-c2nc3ccc(C(=O)c4ccccc4)cc3[nH]2)c1	4%	9.2%	u	31%	19%
CCOC(=O)N1CCN(C(=O)c2ccc3c(=O)n(CCC4=CCCCC4)c(=S)[nH]c3c2)CC1	-2%	0.5%	9%	47%	-7%
CCC(=NCCO)c1c(O)n(-c2ccc(Cl)cc2)c(=O)[nH]c1=O	1%	i	-3%	0%	-8%
CC1(C)Cc2c(c(-c3ccccc3)[nH]c(=O)c2C#N)CS1	-10%	0.0%	-3%	29%	17%
CCCCOCC(O)CCc1n[nH]c(=S)n1-c1ccccc1 (configuration not stated)	-10%	0.1%	-5%	-5%	-9%
Cc1ccc2nc(SC(C)C(=O)N3CCCC3)[nH]c2c1 (configuration not stated)	-11%	1.7%	-12%	-2%	1%

Three entries out of the list, arranged by length of the SMILES, lowest first:
SMILES	PhoP GFP inhibition	VEEV TC-83 Vero	H37Rv inhibition	tuberculosis growth	influenza NS1A	others
Cc1ccc2nc(SC(C)C(=O)N3CCCC3)[nH]c2c1 (configuration not stated)	-11%	1.7%	-12%	-2%	1%
Cc1c(C(=O)N2CCc3ccccc3C2)oc2ccc(Br)cc12	4%	0.9%	35%	37%	-4%
Cc1ccccc1CNC(=O)CCn1nc(C)c2c(C)n(-c3ccccc3)nc2c1=O	4%	0.7%	-9%	-3%	-9%
